Screening data as filed in PubChem.
NCI-60 one-dose screen, 48 h, at 10 µM unless noted. Numbers give growth in % (100 = growth as untreated, 0 = no growth, -100 = all killed).
UO-31: UO-31 renal cancer | 81,000 compounds, 5.2% hits
ACHN: ACHN renal cancer | 81,000 compounds, 4.9% hits | AID 1794771
786-0: 786-0 renal cancer cells; 81,000 compounds, 5.1% hits
TK-10: TK-10 renal cancer cells. 81,000 compounds, 3.9% hits. AID 1794769
NCI/ADR-RES: NCI/ADR-RES ovarian cells | AID 1794790 | 81,000 compounds, 4.4% hits
IGROV1: IGROV1 ovarian cancer; 79,000 compounds, 4.7% hits; AID 1794786
SN12C: SN12C renal cancer cells; 81,000 compounds, 3.8% hits
CAKI-1: CAKI-1 renal cancer. 75,000 compounds, 4.7% hits
* marks the source's active call; other numbers are inactive results; . = no result given; & = joins results of further samples; ! = a repeat was not active. The calls were made as follows: active = growth percent below 10; inactive = the rest.

SMILES | UO-31 | ACHN | 786-0 | TK-10 | NCI/ADR-RES | IGROV1 | SN12C | CAKI-1
Cc1ccccc1P(=O)(c1ccccc1)c1ccccc1C | 86&74 | 99&96 | 98&96 | 112&94 | 102 | 99&101 | 103&104 | 91&104
O=[N+]([O-])c1ccc(NS(=O)(=O)c2ccccc2)cc1 | 77 | 90 | 96 | 104 | 98 | 88 | 88 | 99
CC(C)CCN(C(=O)CCl)c1ccccc1 | 96 | 102 | 103 | 102 | 110 | 124 | 108 | 99
COC(=O)Oc1ccccc1C(=O)O | 90 | 116 | 100 | 113 | 106 | 108 | 108 | 104
Nc1ccc(CCCCc2ccccc2)c(Cl)c1 | 64 | 94 | 89 | 89 | 104 | 87 | 87 | 84
CC(C)=CC(=O)CC(C#N)(C#N)C(C#N)C#N | 87 | 115 | 106 | 110 | 103 | 108 | 101 | .
CC1=C(C)C(=O)C(C(C2=C(C)C(=O)C(C)=C(C)C2=O)c2ccc(N(C)C)cc2)=C(C)C1=O | 62 | 77 | 88 | 105 | 88 | 77 | 91 | 61
N#Cc1c2cccnc2c2nnc3ccccc3n12 | 80 | 102 | 101 | 117 | 104 | 77 | 97 | 118
CCCCOc1nc2ccccc2cc1-c1cc(-c2ccc(Cl)cc2)nc(-c2ccc(Cl)cc2)c1 | 87 | 98 | 107 | 105 | 102 | 103 | 97 | 92
CCOC(=O)c1nn(CC(O)c2ccccc2)c(NC(=O)Nc2ccccc2F)c1C (configuration not stated) | 95 | 101 | 95 | 101 | 107 | 103 | 90 | 101
O=C(O)c1cn(C2CC2)c2cc(N3CCN(C(=O)CCCN4C(=O)S/C(=C/c5ccc(Cl)cc5)C4=O)CC3)c(F)cc2c1=O | 77 | 99 | 89 | 99 | 102 | 106 | 100 | 96
CCN(CC)CCOc1ccc2c(c1)C(=O)c1cc(OCCN(CC)CC)ccc1-2 | 4.3*! | 47 | -31*! | 78&76 | 71&70 | 78 | 62&73 | 86
c1ccc2c(c1)ncc1cccn12 | 95 | 95 | 109 | 113 | 101 | 113 | 101 | 98
O=C1C=CC(=O)N1c1cc(Cl)c(Cl)cc1Cl | 77 | 96 | 96 | 106 | 104 | 94 | 104 | 103
N#Cc1n[nH]n2c1nc(=O)c1sc3ncccc3c12 | 64 | 101 | 102 | 115 | 108 | 101 | 97 | 101
O=C1C(Br)=CC(Br)(Br)C=C1Br | 81 | 105 | 104 | 116 | 112 | 106 | 99 | 92
OCCC1=CCCCC1 | 75 | 101 | 104 | 96 | 105 | 108 | 98 | 95
CC1(C)CC(=O)c2c(nn(-c3ccc(Br)cc3)c2-c2cn(-c3ccccc3)nc2-c2cccs2)C1 | 77 | 93 | 102 | 151 | 92 | 105 | 93 | 71
COc1nc2c(cc1S(=O)(=O)c1ccccc1)CCc1c-2cnn1-c1ccccc1 | -65* | 71 | 77 | 68 | 81 | 80 | 78 | 58
Nc1nc2c(ncn2[C@H]2O[C@@H](CO)[C@H](O)[C@@H]2O)c(=O)[nH]1 | 103 | 104 | 104 | 113 | 108 | 111 | 105 | 102

Reformatted with two lines to a compound: entries from further up.
Below each SMILES – UO-31, ACHN, 786-0, TK-10, NCI/ADR-RES, IGROV1, SN12C, CAKI-1
Cc1ccccc1P(=O)(c1ccccc1)c1ccccc1C
 : 86&74, 99&96, 98&96, 112&94, 102, 99&101, 103&104, 91&104
O=[N+]([O-])c1ccc(NS(=O)(=O)c2ccccc2)cc1
 : 77, 90, 96, 104, 98, 88, 88, 99
CC(C)CCN(C(=O)CCl)c1ccccc1
 : 96, 102, 103, 102, 110, 124, 108, 99
COC(=O)Oc1ccccc1C(=O)O
 : 90, 116, 100, 113, 106, 108, 108, 104
Nc1ccc(CCCCc2ccccc2)c(Cl)c1
 : 64, 94, 89, 89, 104, 87, 87, 84
CC(C)=CC(=O)CC(C#N)(C#N)C(C#N)C#N
 : 87, 115, 106, 110, 103, 108, 101, .
CC1=C(C)C(=O)C(C(C2=C(C)C(=O)C(C)=C(C)C2=O)c2ccc(N(C)C)cc2)=C(C)C1=O
 : 62, 77, 88, 105, 88, 77, 91, 61
N#Cc1c2cccnc2c2nnc3ccccc3n12
 : 80, 102, 101, 117, 104, 77, 97, 118
CCCCOc1nc2ccccc2cc1-c1cc(-c2ccc(Cl)cc2)nc(-c2ccc(Cl)cc2)c1
 : 87, 98, 107, 105, 102, 103, 97, 92
CCOC(=O)c1nn(CC(O)c2ccccc2)c(NC(=O)Nc2ccccc2F)c1C (configuration not stated)
 : 95, 101, 95, 101, 107, 103, 90, 101
O=C(O)c1cn(C2CC2)c2cc(N3CCN(C(=O)CCCN4C(=O)S/C(=C/c5ccc(Cl)cc5)C4=O)CC3)c(F)cc2c1=O
 : 77, 99, 89, 99, 102, 106, 100, 96
CCN(CC)CCOc1ccc2c(c1)C(=O)c1cc(OCCN(CC)CC)ccc1-2
 : 4.3*!, 47, -31*!, 78&76, 71&70, 78, 62&73, 86
c1ccc2c(c1)ncc1cccn12
 : 95, 95, 109, 113, 101, 113, 101, 98

Further entries.
SMILES | UO-31 | ACHN | 786-0 | TK-10 | NCI/ADR-RES | IGROV1 | SN12C | CAKI-1
C=CCNC(=O)CC(C)(C)C | 100 | 112 | 99 | 97 | 108 | 116 | 104 | 101
CCCCC(C)(C)O | 90 | 103 | 98 | 94 | 93 | 102 | 98 | 92
O=C(NCNC(=O)c1ccccc1)c1ccccc1 | 83 | 98 | 102 | 102 | 101 | 96 | 95 | 111
CC1=Nc2cccc3cccc(c23)NC(=O)C1 | 69 | 96 | 105 | 198 | 102 | 64 | 99 | 107
CCCCCCN(CCCCCC)CC(O)c1ccc(Br)c2ccccc12 (configuration not stated) | 63 | 69 | 78 | 102 | 89 | 97 | 84 | 78
CC1CCCCC1(O)Cc1ccccc1 (configuration not stated) | 83 | 102 | 93 | 103 | 106 | 107 | 105 | 109
O=C(O)C(c1ccccc1)S(=O)(=O)C(C(=O)O)c1ccccc1 (configuration not stated) | 85 | 94 | 89 | 118 | 109 | 104 | 99 | 95
COC(=O)C(CC(=O)c1ccccc1)C(c1ccccc1)[N+](=O)[O-] (configuration not stated) | 85 | 108 | 102 | 115 | 98 | 106 | 105 | .
COc1cc(C(=O)OCC[N+](C)(C)C)cc(OC)c1OC | 74 | 106 | 93 | 101 | 94 | 105 | 99 | 100
CCCCCCCCCCCCCCCC(=O)OCC(O)[C@H]1OC(=O)C(O)=C1O (some centres not stated) | 93 | 96 | 110 | 129 | 104 | 125 | 101 | 111
CCCCCC1CCCCN1C(=O)OCCCC (configuration not stated) | 84 | 104 | 104 | 96 | 92 | . | 73 | 80
FC(F)(F)c1cccc([Si](F)(c2cccc(C(F)(F)F)c2)c2cccc(C(F)(F)F)c2)c1 | 49 | . | 51 | 74 | 73 | 83 | 74 | .
CCCNC(=O)NCn1c(=O)[nH]c2ccccc2c1=O | 86 | 101 | 104 | 103 | 105 | 108 | 107 | 93
O=c1oc2ccc(Cl)cc2c(=O)n1-c1ccc(I)cc1F | 7.4* | 4.1* | 2.8* | 11 | 5.5* | 15 | -1.1* | -16*
CCOc1ccccc1-c1cc(-c2ccc(C)s2)c(C#N)c(=O)[nH]1 | 74 | 96 | 85 | 74 | 62 | 70 | 86 | 78
Cc1ccc2c(c1)/C(=N/c1nc(-c3ccc(Br)cc3)cs1)C(=O)N2 | 84 | 99 | 96 | 121 | 106 | 86 | 103 | 87
Cc1ccccc1-n1nnc(C(=O)Nc2ccc3cc(CN4CCNCC4)ccc3n2)c1C | 60 | 90 | 87 | 104 | 88 | 87 | 98 | 79
COc1cc2c(cc1NC(=O)CCCN1C(=O)c3ccccc3C1=O)oc1ccccc12 | 97 | 96 | 101 | 110 | 95 | 102 | 103 | 99
c1ccc2scnc2c1 | . | 98 | 112 | 95 | 103 | 109 | 105 | 94
COc1ccc(/C=C/C(=O)c2nnn(-c3ccc(F)cc3)c2C)cc1 | 84 | 101 | 102 | 86 | 91 | 97 | 93 | 97
COc1cc(-c2nc(SCCC(C)C)nc(NC3CC3)c2C#N)cc(OC)c1OC | 89 | 103 | 101 | 105 | 104 | 103 | 101 | 101
CCOC(=O)c1ccccc1C(C)CC (configuration not stated) | 94 | 105 | 97 | 101 | 111 | 115 | 104 | 101
CC(=O)Nc1ccc(OCc2ccccc2)cc1[N+](=O)[O-] | 80 | 107 | 102 | 107 | 115 | 141 | 94 | 103
O=C(O)c1ccc2c(c1Cl)C(=O)c1ccccc1C2=O | 93 | 99 | 91 | 130 | 97 | 167 | 99 | 89
Nc1nonc1-c1noc(COc2ccc(Cl)cc2)n1 | 104 | 106 | 93 | 90 | 110 | 108 | 106 | 100
COc1ccc(-c2csc(N(C(=O)N3CCN(c4cc5c(cc4F)c(=O)c(C(=O)O)cn5C4CC4)CC3)c3ccccc3)n2)cc1 | 4.2* | -63* | 20 | 32 | 12 | 17 | 6.4* | 6.0*
CC(=O)OCC(=O)[C@H]1CC[C@H]2C3=CC=C4C[C@@H](OC(C)=O)CC[C@]4(C)C3=CC[C@]12C | 92 | 100 | 104 | 109 | 92 | 107 | 100 | 93
CC(N)C12CC3CC(CC(C3)C1)C2 (configuration not stated) | 74 | 100 | 96 | 114 | 109 | 108 | 108 | 95
Cc1nc2ccccc2c(/C=C/c2ccccc2)c1C(N)=O | 88 | 105 | 96 | 104 | 110 | 115 | 100 | 96
CN(CSc1ccccc1)c1ccc(CSc2ccccc2)cc1 | 50 | 110 | 63 | 93 | 92 | 105 | 57 | 103
CC(C)Oc1ccc2cc(-c3nn(CC4CCNCC4)c4ncnc(N)c34)ccc2c1 | 37&72 | 14&88 | -33*! | 15&82 | 64&95 | 42&92 | 80 | 31&106
CCOC(=O)CC1CSC(N/N=C/c2ccc(Cl)cc2)=N1 (configuration not stated) | 82 | 108 | 101 | 99 | 103 | 110 | 112 | 95
Cn1c(=O)c2c(nc(C#N)n2C)n(C)c1=O | 81 | 97 | 94 | 109 | 119 | 100 | 96 | 104
Oc1c(Br)cc(Br)c2ccc(Cn3cc(-c4ccc(C(F)(F)F)cc4)nn3)nc12 | 64 | 26 | 97 | 99 | 105 | 80 | 71 | 13
O=c1oc2cc(OS(=O)(=O)c3ccc(F)cc3)ccc2c2c1CCCCCC2 | 73 | 99 | 66 | 123 | 62 | 100 | 80 | .
Cc1nc2ccc(Br)cn2c1-c1nnc(SCc2cc(F)ccc2F)o1 | 73 | 89 | 89 | 135 | 90 | 81 | 95 | 86
CC(=O)c1ccc(CCCCc2ccc(C(C)=O)cc2)cc1 | 76 | 97 | 98 | 102 | 104 | 105 | . | 98
COc1cc2c(C#N)n3c(c2cc1OC)C(=O)C(c1ccccc1)Oc1ccccc1-3 (configuration not stated) | 16 | 54 | 48 | . | 21 | 58 | 37 | 66
N#CC1=C(/N=C/c2ccccc2)Oc2c(ccc3ccccc23)C1c1ccc(Cl)cc1 (configuration not stated) | 60 | 97 | 101 | 167 | 110 | 70 | 97 | 75
C[N+]1(CCC[N+]2(C)CCCCCCC2)CCCCCCC1 | 113 | 109 | 103 | 110 | 101 | 116 | 103 | 98
CC(=O)OCC1OC(OC(C)=O)C(NC(=O)NS(=O)(=O)c2ccc(C)cc2)C(OC(C)=O)C1OC(C)=O (configuration not stated) | 93 | 103 | 101 | 101 | 109 | 105 | 101 | 95
CCOC(=O)C(CCN(C)C)c1ccccc1 (configuration not stated) | 91 | 104 | 98 | 95 | 103 | 104 | 100 | 94
O=C(CC(CC(=O)c1ccccc1)c1ccccc1O)c1ccccc1 | 78 | 99 | 97 | 99 | 92 | 101 | 96 | .
COc1ccc(-c2c(/C=C/C(=O)c3ccc(Cl)cc3)c(Cl)nc3c2c(C)nn3-c2ccccc2)cc1 | 77 | 110 | 94 | 89 | 103 | 121 | 100 | 94
C=C(C)[C@@H]1CC[C@]2(CO)CC[C@]3(C)[C@H](CC[C@@H]4[C@@]5(C)CC[C@H](O)C(C)(C)[C@@H]5CC[C@]43C)[C@@H]12 | 28 | 18 | -7.6* | 51 | -44* | 36 | 47 | 73
COc1ccc2c(c1)CCC1(C)CC(=O)C(Br)=C21 (configuration not stated) | 84 | 102 | 97 | 98 | 97 | 105 | 109 | 86
CCCCN(CCCC)CCCNc1c2c(nc3c(OC)cccc13)CCCC2 | 60 | 109 | 90 | 84 | 103 | 106 | 93 | 96
CONC1=Nc2cc(NC(N)=NCc3ccccc3)c(N(C)C3CCCCC3)cc2OC1 | 76 | 79 | 71 | 82 | 100 | 60 | 65 | 94
COc1cccc2c(=O)c3c(sc12)c(N1CCNCC1)nc1ccccc13 | 47 | 53 | 79 | 91 | 73 | 63 | 64 | 46
CC(=O)OC[C@H]1OC(Sc2sc(C(=O)c3ccc(Br)cc3)c(N)c2-c2nc3ccccc3s2)[C@H](OC(C)=O)[C@@H](OC(C)=O)[C@H]1OC(C)=O (some centres not stated) | 61 | 91 | 94 | 128 | 88 | 69 | 95 | 68
CC/C(=C(/c1ccc(Cl)cc1)c1ccc(OCCN(CC)CC)cc1)c1ccc(Cl)cc1 | 73 | 83 | 73 | 81 | 81 | 88 | 81 | 78
Nc1ccc2c(S(=O)(=O)O)ccc(S(=O)(=O)O)c2c1 | 82 | 96 | 98 | 108 | . | 83 | 95 | 96
O=C(O)CCc1nc(-c2ccccc2)c(-c2ccccc2)o1 | 70 | 96 | 91 | 103 | 102 | 99 | 100 | 93
CCCC(=O)Oc1ccc(/C(=C(/CC)Cc2ccccc2)c2ccc(OCCN3CCCC3)cc2)cc1 | 67 | 87 | 77 | 88 | 70 | 74 | 99 | 85
O=C(NCc1ccc(Cn2c(=O)sn(-c3ccccc3)c2=O)cc1)OCc1ccc2c(Cl)cc(Cl)c(O)c2n1 | 32 | 49 | 85 | 90 | 25 | 74 | 71 | 67
CCOC(=O)c1ccccc1C | 97 | 105 | 123 | 107 | 108 | 143 | 110 | 109
